Tau fluor counter: counter-screen for tau fibril formation inhibitors | tau K18 P301L Alexa594 fluorescence, heparin fibrillization | Potency, µM (series often up to 57.7 µM), without a hit: at the top dose activity change, negative = decrease | actives 0.93% (n = 280,000); also: % is scaled to controls: 0 for no effect and ±100 for the full control effect; nearly all actives have a fitted effect of over 55% in size
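Human K18 P301L tau (15 uM unlabeled plus 0.24 uM Alexa 594-labeled, final) in 100 mM sodium acetate pH 7 was mixed with compound and 20 uM heparin and incubated 6 hr at 37 C.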
HTT cytoprotect: protects HTT-Q103 PC12 cells, measured by ATP; PC12 HTT-Q103 induced, cytoprotection, ATP luminescence, 40 h; Potency, µM (titrated, usually from 56.4 µM), for the others: cytoprotection (ATP increase), usual class: activators; actives 0.14% (n = 230,000); AID 1471;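 also: % of control where 0% means no effect; nearly all actives have a fitted effect of over 45% in size; toxic huntingtin expression switched on by the ecdysone agonist tebufenozide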
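PC12 cells with ecdysone-inducible HTT exon 1 Q103-GFP, induced with 100 nM tebufenozide and co-treated with library compounds in a dose series (1536-well, 1500 cells/well). Cytoprotection read as ATP content by ATPlite luminescence.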
Tau FP inhib: blocks human tau fibril formation measured by polarization | P10636 | K18 P301L tau heparin fibrillization, Alexa594 FP, 6 h | Potency, µM (titrated, usually from 57.7 µM), for inactives: at the highest dose activity, negative = inhibition, usual class: inhibitors | actives 0.39% (n = 280,000); also: % is scaled to controls: 0 for no effect and ±100 for the full control effect; nearly all actives have a fitted effect of over 55% in size
Target sequence (P10636 561-689 P618L limits assumed): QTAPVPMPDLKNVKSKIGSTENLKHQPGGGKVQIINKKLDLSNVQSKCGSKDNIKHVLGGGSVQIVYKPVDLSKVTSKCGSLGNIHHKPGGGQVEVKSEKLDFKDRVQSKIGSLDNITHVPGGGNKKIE
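K18 P301L tau (15 uM unlabeled/0.24 uM Alexa 594-labeled, final) + compound + heparin 20 uM final; 100 mM NaOAc pH 7; 6 hr 37 C; ThT 30 uM final added, 1 hr RT; FP ex 555/em 632 nm.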
Tau ThT inhib: blocks human tau fibril formation measured by thioflavin T; P10636; recombinant tau K18 P301L (four-repeat tau fragment), heparin-induced fibrillization, ThT fluorescence; Potency, µM (top dose mostly 57.4 µM), without a hit: at the highest dose activity, negative = inhibition, hits mostly inhibitors; actives 2.1% (n = 270,000); AID 1460; also: % is scaled to controls: 0 for no effect and ±100 for the full control effect; nearly all actives have a fitted effect of over 55% in size
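In this qHTS, human K18 P301L tau is incubated with compound and heparin for 6 hr at 37 C, and Thioflavin T fluorescence then reports fibril load.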
GAA inhib: alpha-glucosidase (human) inhibition; purified human GAA, 4-MU-alpha-glucoside fluorescence; Potency, µM (highest dose often 76.9 µM), without a hit: at the highest dose activity change, negative = inhibition, actives largely listed as inhibitors; actives 0.005% (n = 200,000);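 also: plate controls were uninhibited enzyme wells for no effect and no-enzyme background for full effect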
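Human enzyme at 4 nM with 400 uM 4-methylumbelliferyl-alpha-D-pyranoside, citrate/phosphate buffer pH 5.0, 0.005% Tween-20, 20 min at room temperature. Compounds up to 77 uM. 4-MU fluorescence (Ex 365/Em 440) read after NaOH/glycine stop; AC50 from Hill fit.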
GAA glycogen: alters human alpha-glucosidase cleavage of glycogen; P10253; recombinant GAA, glycogen substrate, Amplex Red glucose oxidase fluorescence; Potency, µM (titrated, usually from 76.4 µM), for the others: top-dose activity change, negative = inhibition, usual class: inhibitors; actives 0.38% (n = 300,000);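 also: 0% = full enzyme reaction and -100% = no-enzyme basal signal; the screen sought inhibitors and activators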
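qHTS, 1536-well; enzyme 4 nM final; cpd up to 77 uM; substrate bovine liver glycogen 30 ug; 50 mM citrate/phosphate pH 5.0, 0.01% Tween-20; 37 C, 40 min; Amplex Red detection 45 min RT; Hill fit → AC50.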
GLA spleen mod: inhibitors or activators of human alpha-galactosidase in spleen homogenate; actives 0.008% (n = 240,000); Potency, µM (top dose mostly 80 µM), without a hit: at the highest dose activity change, negative = inhibition, usual class: inhibitors; AID 2107; human spleen homogenate, 4MU-alpha-Gal fluorescence, 40 min; P06280;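 also: 0% = enzyme with vehicle and -100% = no enzyme basal signal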
Target sequence (P06280 32-429 limits assumed): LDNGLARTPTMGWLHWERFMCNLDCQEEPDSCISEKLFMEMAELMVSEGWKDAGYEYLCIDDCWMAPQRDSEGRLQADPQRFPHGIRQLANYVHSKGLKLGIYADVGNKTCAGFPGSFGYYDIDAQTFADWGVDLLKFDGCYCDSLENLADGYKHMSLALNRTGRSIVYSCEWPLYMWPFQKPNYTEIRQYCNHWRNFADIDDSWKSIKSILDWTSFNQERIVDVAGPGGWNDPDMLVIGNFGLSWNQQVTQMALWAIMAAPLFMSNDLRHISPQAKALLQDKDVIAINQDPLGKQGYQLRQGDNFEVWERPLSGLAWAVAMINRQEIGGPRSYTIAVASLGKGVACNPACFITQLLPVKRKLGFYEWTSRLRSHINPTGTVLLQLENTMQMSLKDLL
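qHTS titration in buffer at pH 5.0. Alpha-galactosidase activity in spleen homogenate was measured via 4-methylumbelliferone release from 1 mM fluorogenic substrate after 40 min at 37C and a pH 10 stop. AC50 came from Hill fits of control-normalized data.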
GAA spleen mod: inhibits or activates alpha-glucosidase in human spleen homogenate; P10253; human spleen homogenate, 4-MU-alpha-glucoside fluorescence; Potency, µM (highest dose often 79.9 µM), for inactives: at the highest dose activity change, negative = inhibition, hits mostly inhibitors; actives 0.006% (n = 240,000); AID 2112;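 also: 0% = enzyme with vehicle and -100% = no enzyme basal signal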
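Human spleen homogenate (1 ug) with 4-methylumbelliferyl-alpha-D-glucopyranoside (1 mM final) in 50 mM citrate/phosphate pH 5.0, 0.01% Tween-20; 40 min at 37 C. Stopped at pH 10; 4-MU fluorescence Ex 365/Em 440 nm; AC50 by Hill fit.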
Active calls of the source: *; ? = inconclusive; · = not tested or not shown; & = joins results of further samples; [ ] = dose if it differs, or a comment. Calls follow the shape of the dose curve; as a rule, active = well fitted curve in the direction sought with a large enough effect; inconclusive = small, poorly fitted or top-dose-only effect, or another doubt; inactive = no such curve, though single readings can be large; an effect the other way counts as inactive or inconclusive. Potency is read from the fitted curve at half-maximal effect.

SMILES	Tau fluor counter	GAA glycogen	GAA spleen mod	GLA spleen mod	Tau ThT inhib	HTT cytoprotect	Tau FP inhib	GAA inhib
COc1ccc(C2CC(C(F)(F)F)n3ncc(C(=O)O)c3N2)cc1OC (stereo not drawn)	0.9%	-1.3%	-8.9%	-26.4%	1.7%	-5.1%	-1.0%	-3.7%
Nc1scc2c(C(=O)N/N=C/c3ccc(Cl)cc3)nn(-c3ccccc3)c(=O)c12	?	-15.4%	-1.2%	-18.2%	11.2µM*	?	?	4.0%
NC(=O)N/N=C/c1coc2ccc3ccccc3c2c1=O	-1.7%	9.5%	1.5%	8.2%	-15.0%	3.2%[10 µM]	0.3%	?
Cc1ccc(NC(=O)CS(=O)CC(=O)NC2CCN(Cc3ccccc3)CC2)c(C)c1 (stereo not drawn)	-4.0%	-0.5%	-2.7%	-8.5%	-8.2%	-2.9%[10 µM]	11.0%	?
COc1ccc(NC(=O)c2ccco2)cc1N	-10.1%	-2.5%	4.3%	-15.6%	-15.8%	-27.8%[10 µM]	-6.5%	-11.4%
COc1ccc(-c2ccc(/C=N/NC(=O)c3cccnc3)o2)c([N+](=O)[O-])c1	-24.6%	13.7%	-1.6%	-2.4%	2.82µM*	·	?	-8.5%
O=C(CN1C(=O)CSc2ccc(S(=O)(=O)N3CCCC3)cc21)NCc1ccc(Cl)cc1	-29.4%	-5.2%[76.3 µM]	·	·	-9.3%	·	-5.2%	·
CC(=O)c1sc2nc(SCC(=O)N3CCCCC3)[nH]c(=O)c2c1C	-11.9%	-5.0%	-3.5%	-1.6%	?	-9.4%	-3.2%	5.2%
Cc1ccc2c(c1)c(=O)c1ccccc1n2CCCC(=O)Nc1ccc(Cl)cc1C	-16.1%	11.1%[76.3 µM]	·	·	6.7%	·	2.5%	·
CCOc1ccccc1NC(=O)c1cc(-c2ccncc2)nc2c(Cl)cccc12	-11.2%	8.9%	2.8%	2.7%	-11.6%	-14.3%[10 µM]	-0.7%	13.6%
NS(=O)(=O)c1cccc(NC(=O)COC(=O)Cn2cnc3ccccc32)c1	2.7%	0.6%	-2.4%	7.5%	1.3%	-10.4%[10 µM]	-0.4%	·
CCc1sc(C(=O)NC2CCN(C)CC2)cc1Br	3.4%	9.4%	5.7%	-0.5%	7.5%	-14.3%[0.074 µM]	5.9%	-6.2%
COC(=O)c1cn(-c2ccccc2)nc1-c1ccc(OC)cc1	6.2%	-10.7%	0.7%	-4.9%	8.6%	14.9%[10 µM]	2.7%	3.4%
CC(=O)Nc1ccc(Nc2nc3ccccc3nc2NS(=O)(=O)c2ccccc2)cc1	-24.3%	-3.7%	-3.9%	-2.5%	?	2.5%[10 µM]	1.4%	·
CCOC(=O)c1sc(N/N=C/c2cccc(C)c2)nc1C	8.91µM*[quencher]	-19.7%	-0.9%	4.9%	?	5.3%	?	?
O=C(CCN1c2ccccc2Sc2ccccc21)Oc1ccccc1	?	7.7%	-1.3%	1.6%	-7.8%	13.6%[1.9 µM]	13.2%	-0.7%
Cc1cc(C)cc(-n2c(SC(C)C(=O)NCc3ccc4c(c3)OCO4)nc3ccccc3c2=O)c1 (stereo not drawn)	-8.7%	-4.8%	0.3%	4.2%	-11.7%	-7.0%[10 µM]	3.8%	4.6%
O=C(CCC1N=C2c3ccccc3N=C(SCC(=O)Nc3cccc(Cl)c3)N2C1=O)NCc1ccco1 (stereo not drawn)	-21.5%	6.4%[76.3 µM]	·	·	0.7%	·	-3.4%	·
Cc1c(O)cccc1C(=O)N[C@@H](CSc1ccccc1)[C@H](O)CN1C[C@H]2CCCC[C@H]2C[C@H]1C(=O)NC(C)(C)C	-24.0%	-11.4%[76.3 µM]	2.8%&3.6%	?	5.5%	-179.5%&-53.2%[inhibitor]	-5.7%	·
COc1ccccc1Nc1nc(-c2sc(NC(=O)c3cccc(Cl)c3)nc2C)cs1	?	-2.8%	3.0%	8.5%	?	-38.7%[inhibitor]	?	6.4%
CC(/C=N/NC(=O)c1nnn(-c2nonc2N)c1CN(C)C)=C\c1ccco1	-0.4%	-7.5%	-7.3%	-3.8%	·	-15.9%[10 µM]	-3.9%	·
COC(=O)CCC(=O)N(CCN(C(=O)CCC(=O)OC)c1ccccc1)c1ccccc1	2.8%	6.0%	8.6%	1.1%	-3.0%	-26.3%	4.2%	-5.8%
Cn1cccc1/C=C1\Cc2ccccc2C1=O	-6.8%	5.6%	4.5%	5.8%	?	15.2%	4.7%	-7.5%
Cc1oc(-c2ccccc2F)nc1CS(=O)(=O)CC(=O)NCc1ccco1	0.8%	2.1%	0.6%	-0.5%	-9.5%	-5.6%	-3.5%	2.8%
Cc1ccnc(SCCn2c(N3CCN(Cc4ccccc4)CC3)nc3c2c(=O)[nH]c(=O)n3C)n1	-0.7%	4.4%	-0.3%	2.8%	0.9%	-20.2%	-4.4%	-3.2%[15.4 µM]
COc1ccccc1NC(=O)CN1CCC(c2nc3ccc(C)cc3[nH]2)CC1	-18.8%	8.1%	-2.0%	-5.4%	-16.4%	-17.6%[10 µM]	-2.4%	0.0%
CCCCc1c(C)nc(N2CCCC2)[nH]c1=O	-9.5%	-5.5%	-5.0%	0.4%	-5.8%	3.3%[10 µM]	-6.9%	·
O=C1CN(C(=O)COC(=O)CCNS(=O)(=O)c2ccc(Cl)cc2)c2ccccc2N1	-15.5%	2.8%	-2.5%	1.8%	-8.6%	16.1%[10 µM]	-2.2%	·
CC1CCN(C(=O)C2CCC(CNc3c(N4CCCCC4)c(=O)c3=O)CC2)CC1 (stereo not drawn)	3.0%	7.5%	-11.9%	-4.4%	6.2%	-0.5%[10 µM]	-1.7%	·
COc1cc(NC(=O)CN2C(=O)C(c3ccc(C)cc3)=NC23CCCCC3)cc(OC)c1	?	0.9%[76.3 µM]	·	·	-2.3%	·	-20.5%	·
COC(=O)CNC(=O)c1c(-c2ccccc2Cl)noc1C	11.5%	-5.6%	4.9%	6.7%	4.3%	-16.5%[10 µM]	5.4%	-13.7%
COCCCNC(=S)NC1CCCCC1	19.7%	0.6%	2.6%	-3.2%	10.0%	-10.1%[10 µM]	-1.9%	-1.5%
Cc1ccc(C(=O)Cn2cnc3ccccc3c2=O)cc1C	5.7%	3.1%	1.9%	0.6%	18.6%	11.2%	-5.0%	-8.1%
CC(c1ccccc1F)n1cc(C(=O)NCCc2ccco2)nn1 (stereo not drawn)	-5.8%	-7.5%	-0.8%	-4.5%	-11.9%	-26.6%[10 µM]	-6.1%	-0.7%
CCCS(=O)(=O)N1CCCC(C(=O)NCc2ccc3c(c2)OCO3)C1 (stereo not drawn)	1.4%	7.1%	2.0%	12.3%	-9.0%	-0.3%	-0.7%	4.7%
Cn1c(=O)[nH]c(=O)c2c1nc(NCCCO)n2CCCc1ccccc1	-7.3%	-6.3%	-14.2%	1.2%	-10.7%	-22.5%[10 µM]	-4.0%	8.4%

The list goes on; the last 2 above are carried over.
SMILES	Tau fluor counter	GAA glycogen	GAA spleen mod	GLA spleen mod	Tau ThT inhib	HTT cytoprotect	Tau FP inhib	GAA inhib
CCCS(=O)(=O)N1CCCC(C(=O)NCc2ccc3c(c2)OCO3)C1 (stereo not drawn)	1.4%	7.1%	2.0%	12.3%	-9.0%	-0.3%	-0.7%	4.7%
Cn1c(=O)[nH]c(=O)c2c1nc(NCCCO)n2CCCc1ccccc1	-7.3%	-6.3%	-14.2%	1.2%	-10.7%	-22.5%[10 µM]	-4.0%	8.4%
Cc1ccc(C)c(CN2CCC(CNC(=O)Cn3ncc4c([nH]c5ccccc54)c3=O)CC2)c1	-1.1%	10.8%[76.3 µM]	·	·	-4.3%	·	1.2%	·
CCOC(=O)c1ccc2nc(C(F)(F)F)[nH]c(=O)c2c1	-10.0%	-0.1%	1.8%	8.1%	-3.7%	-14.7%[10 µM]	-5.1%	-5.0%
CCn1c(-c2cccc(S(=O)(=O)N3CCCC3)c2)n[nH]c1=S	5.6%	-4.3%	3.8%	0.7%	·	-8.7%[10 µM]	-12.4%	·
COc1ccccc1OCCCOc1ccc(C)cc1Br	-18.5%	-2.4%	-1.2%	-0.7%	?	·	-1.3%	-9.7%
OCCNc1nc2ccccc2n1CCN1CCCCC1	7.9%	-6.5%	-1.2%	-3.1%	-7.0%	3.8%[10 µM]	9.7%	0.8%
Cc1ccc(C2c3c(oc4ccc(Cl)cc4c3=O)C(=O)N2CCCN2CCOCC2)o1 (stereo not drawn)	5.1%	2.3%	-4.7%	3.4%	7.0%	-10.9%[10 µM]	8.1%	1.0%
Cc1ccc(-n2nc(-c3ccc(N)cc3)cc2N)cc1	-19.8%	5.7%	-3.9%	0.6%	?	-1.9%[10 µM]	16.6%	0.2%
CC(Nc1oc(-c2ccccc2)nc1-c1cccc2ccccc12)c1ccccc1 (stereo not drawn)	-4.7%	·	3.3%	-6.4%	-14.1%	4.9%	-3.3%	·
COc1ccc(CCNC(=O)CCCn2c(=O)c3ccccc3n(CC(=O)Nc3ccc(C)cc3Cl)c2=O)cc1OC	-20.5%	-12.7%[76.3 µM]	·	·	-22.2%	·	1.0%	·
Cc1c(CN(C)Cc2cn(C)nc2-c2ccccc2F)[nH]c2ccccc12	-26.1%	-2.5%	-2.7%	-9.7%	-10.9%	-6.6%[10 µM]	3.1%	1.6%
O=C(COc1cccc(NC(=O)c2cccc([N+](=O)[O-])c2)c1)c1ccc(Br)cc1	-1.2%	2.6%	-3.4%	-0.6%	6.1%	-24.3%	-0.4%	3.8%
CCOC(=O)c1c(C)[nH]c(C(=O)NCc2ccccc2OC)c1C	5.1%	11.2%	2.9%	-10.1%	-7.8%	-20.5%	11.4%	-2.5%

Screens as filed in PubChem.
